Assay outcomes: PubChem, several laboratories
Runt-SMMHC FRET: Runt domain-CBFb-SMMHC interaction inhibition | Q01196+Q13951 | Cerulean-Runt/Venus-CBFb-SMMHC FRET ratio 530/480, 1 h | inhibition, % at 20 µM | 220,000 compounds, 0.74% hits;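 active = mean inhibition across duplicate retests at 20 µM reaching about 50%, limit read from the data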;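 also: 0% = DMSO wells and 100% = wells with excess untagged CBFb-SMMHC; inhibitors lower the FRET ratio by blocking Runt binding to CBFb-SMMHC; some results filed as inactive read as strong as hits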
Target sequence (Q01196 whole entry, looked up, the tested form may be a part): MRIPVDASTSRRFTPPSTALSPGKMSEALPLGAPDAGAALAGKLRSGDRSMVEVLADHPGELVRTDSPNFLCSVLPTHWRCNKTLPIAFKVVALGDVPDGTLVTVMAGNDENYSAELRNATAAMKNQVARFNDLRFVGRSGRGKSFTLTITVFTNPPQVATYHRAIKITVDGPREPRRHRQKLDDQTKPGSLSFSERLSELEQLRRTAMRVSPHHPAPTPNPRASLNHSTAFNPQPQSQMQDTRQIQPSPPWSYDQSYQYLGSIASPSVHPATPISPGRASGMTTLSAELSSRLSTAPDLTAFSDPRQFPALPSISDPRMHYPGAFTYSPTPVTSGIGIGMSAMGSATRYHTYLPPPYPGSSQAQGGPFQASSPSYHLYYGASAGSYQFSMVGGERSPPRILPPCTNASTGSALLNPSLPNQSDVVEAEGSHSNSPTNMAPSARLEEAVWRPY
Target sequence (Q13951 whole entry, looked up, the tested form may be a part): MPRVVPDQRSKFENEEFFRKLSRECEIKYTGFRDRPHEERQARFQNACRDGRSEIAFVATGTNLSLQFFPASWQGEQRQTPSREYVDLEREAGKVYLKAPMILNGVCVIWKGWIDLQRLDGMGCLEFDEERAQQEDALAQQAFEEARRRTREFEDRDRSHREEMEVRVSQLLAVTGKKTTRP
PPC-1+TRAIL kill: compounds killing PPC-1 cancer cells with TRAIL present (potentiator screen, no TRAIL-free arm) | AID 1443 | PPC-1 cells + TRAIL, ATPLite viability luminescence | 220,000 compounds, 0.41% hits | cell killing (% activity), % at 4 µM;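 active = cell killing above 50% in the first pass at 4 µM, then a duplicate retest at 5 µM averaging 50% or more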;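 also: plate controls were cells with TRAIL plus DMSO for no effect and medium-only wells lacking cells for full effect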
TRPN1 ag: activates the zebrafish TRPN1 channel; HEK293 zebrafish TRPN1-YFP, Fluo-8 calcium fluorescence; 100% = response to 87 µM carbachol; activation, % at 3 µM; 220,000 compounds, 0.18% hits; AID 1424;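 active = activation above its plate's cutoff, the mean activation of test wells on that plate plus 3 SD, cut at about 19% in these data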;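 also: 0% = DMSO alone and 100% = 87 µM carbachol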
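Material – zebrafish TRPN1-YFP in HEK293 cells · Doses – 3 µM single point · Schedule – dye 1 h 37 °C plus 30 min RT · Signal – Fluo-8 calcium fluorescence, excitation 470-495 nm, emission 515-575 nm · Read-out – % activation versus carbachol response · Control set – carbachol high, DMSO low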
Mdm2 ligase inh: inhibitors of human Mdm2 E3 ubiquitin ligase; Q00987; cell-based MDM2 ubiquitination luciferase reporter, 2 h; 0 = plate control, 100 = twice control, blank-subtracted; signal enhancement, % at 5 µM; 210,000 compounds, 0.11% hits; AID 1230;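 active = signal enhancement of 30% or more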;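 also: luminescence tracks abundance of the self-degrading MDM2-luciferase fusion protein; higher signal means inhibition of MDM2 E3 ligase activity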
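Material: stable MDM2–luciferase fusion reporter cells / Quantity: 2000 cells/well / Dosing: single 5 µM compound dose, 0.2% final DMSO / Buffer or medium: DMEM / Schedule: 4 h cell settling then 2 h compound exposure, 37 °C / Detection: luminescence with SteadyLite reagent, 15 min at room temperature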
TNF death inh: blocks TNF-alpha induced death of Jurkat FADD-/- cells; activation (protection from cell death), % at 10 µM; Jurkat FADD-/- TNF necroptosis rescue, ATP luminescence, 24 h; 0 = TNF only, 100 = no-TNF cells; AID 463075; 220,000 compounds, 0.068% hits;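 active = activation, meaning protection from cell death, of at least 50% relative to plate controls; inactive = activation below 50%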;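 also: necroptosis triggered by 40 ng/mL TNF-alpha added together with compound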
p47phox inh: inhibitors of human p47phox binding; P14598; p47phox/p22phox peptide binding, fluorescence polarization, 2 h; inhibition, % at 24.7 µM; 220,000 compounds, 0.53% hits; AID 1274;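 active = inhibition above about 30%, limit read from the data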;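 also: 0% = p47phox with labelled peptide and 100% = labelled peptide alone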
Target sequence (P14598 whole entry, looked up): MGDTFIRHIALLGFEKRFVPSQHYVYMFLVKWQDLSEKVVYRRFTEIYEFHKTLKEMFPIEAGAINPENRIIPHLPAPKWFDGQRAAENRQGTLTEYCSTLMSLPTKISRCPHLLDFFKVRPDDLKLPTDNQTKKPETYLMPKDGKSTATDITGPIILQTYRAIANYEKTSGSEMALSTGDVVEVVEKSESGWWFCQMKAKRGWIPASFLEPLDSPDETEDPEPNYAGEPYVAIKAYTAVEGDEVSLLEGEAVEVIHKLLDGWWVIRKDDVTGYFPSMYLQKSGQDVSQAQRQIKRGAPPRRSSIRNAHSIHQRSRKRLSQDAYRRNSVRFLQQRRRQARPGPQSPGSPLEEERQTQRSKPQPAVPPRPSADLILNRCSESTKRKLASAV
CHOP inh: CHOP inhibition in unfolded protein response; inhibition, % at 10 µM; AID 2732; 220,000 compounds, 3.8% hits; CHO-K1 CHOP-promoter luciferase, tunicamycin-induced, 15-18 h;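 active = compounds that reduced the stress-induced luciferase reporter signal by more than about 70% of percent inhibition, limit read from the data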;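 also: 0% = tunicamycin plus vehicle and 100% = wells without tunicamycin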
TRPML3 agonist: activates the human TRPML3 channel. HEK293 TRPML3-YFP, Fluo-8 calcium fluorescence; 100% = the carbachol control signal. activation, % at 3 µM. 220,000 compounds, 0.29% hits;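 active = activation above its plate's cutoff, the mean activation of the plate's test wells plus 3 SD, cut at about 12% in these data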;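 also: 0% = DMSO only wells and 100% = carbachol wells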
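Test system: TRPML3-YFP stable HEK293 cells. Doses: single point at 3 µM. Incubation: dye loading 1 h 37 °C then 30 min ambient, 125 s read. Signal: Fluo-8 calcium dye fluorescence, ex 470-495, em 515-575 nm. Measure: percent activation from peak-to-basal fluorescence ratio, scaled between DMSO and carbachol.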
EBV gp42 inh: inhibitors of Epstein-Barr virus glycoprotein 42 | 220,000 compounds, 0.42% hits | inhibition, % (tested at 21.74 µM) | AID 1085 | Fluorescence polarization binding assay, mP read-out | Q1HVG2; in the data active = inhibition above about 50%
* = called active by the depositor; . = no result given; [ ] = dose if it differs, or a comment.

Order of results: Runt-SMMHC FRET | PPC-1+TRAIL kill | TRPN1 ag | Mdm2 ligase inh | TNF death inh | p47phox inh | CHOP inh | TRPML3 agonist | EBV gp42 inh
1	CN1CCN(S(=O)(=O)c2cccc(C(=O)Nc3nc(-c4ccccc4)cs3)c2)CC1
→ 7 | 19 | 1.9 | -16 | -1.8 | -32 | 43 | 1.0 | -2
2	CCCc1cc(=O)n2[nH]c(NCc3ccc(OC)c(OC)c3)nc2n1
→ 1 | 10 | 0.3 | 6 | 0.9 | -10 | -1 | 0.4 | -3
3	O=C(O)C1[C@H]2C(=O)N(C3CCCC3)C[C@]23C=C[C@H]1O3 (some centres undefined)
→ -2 | 7 | 2.2 | 5 | 0.1 | 8 | 4 | 0.8 | -7
4	COc1ccc(CN2CCCCC2C)cc1C (centres undefined)
→ 2 | 27 | 0.0 | . | 2.1 | -14 | 16 | 1.7 | -7
5	O=C(CSCCO)Nc1cc(C(F)(F)F)ccc1Cl
→ -4 | 13 | 0.5 | -8 | 4.6 | -1 | 25 | -1.7 | 1
6	COCCCNC(=O)CC(C)c1ccccc1 (centres undefined)
→ 5 | 15 | 2.6 | -15 | 0.3 | -3 | 11 | 0.7 | -11
7	CN1CCN(CC(O)COc2ccc(Cl)cc2)CC1 (centres undefined)
→ 0 | 0[5 µM] | -0.9 | -21 | 1.8 | -17 | -3 | 0.6 | 6
8	CC(C)C(NS(=O)(=O)c1cccc2nsnc12)C(=O)N1CCc2ccccc2C1 (centres undefined)
→ 0 | 6 | -0.4 | -15 | -3.1 | . | . | -0.7 | .
9	Cc1cccc(NC(=O)C2CCCN2C(=O)OCC(C)C)c1C (centres undefined)
→ -2 | 25 | 0.9 | -5 | -0.2 | 0 | -5 | -0.6 | -5
10	Cc1nc2cc(NC(=O)NCc3ccco3)ccc2n1C
→ 1 | 14 | 0.8 | -1 | -1.1 | -3 | 12 | -0.3 | -17
11	CCC(=O)Nc1nc(CC(=O)Nc2ccccc2OC)cs1
→ -2 | 43 | 0.6 | . | 1.0 | -7 | -10 | -0.4 | -2
12	Nc1ccc(C(=O)OCCCc2nc3cc4ccccc4cc3[nH]2)cc1
→ 1 | 12 | -2.2 | . | -5.4 | -10 | -1 | -0.8 | 1
13	COc1ccc(CC(=O)Nc2ccc(-c3noc(-c4ccc(Cl)cc4)n3)cc2)cc1
→ 4 | 3 | -0.5 | 0 | 0.1 | 8 | -22 | 0.5 | -27
14	COc1cc(NC(=O)c2cc3cccc(OC)c3o2)cc(C(=O)Nc2cccc(C(F)(F)F)c2)c1
→ -2 | 32 | . | 21 | -6.3 | -24 | 51 | . | -47
15	CN1CCN(NC(=O)c2ccc(S(=O)(=O)N3CC4(C)CC3CC(C)(C)C4)cc2)CC1 (centres undefined)
→ -6 | 10 | 0.2 | -6 | 2.8 | -4 | 18 | 0.4 | -16
16	CSc1nnc(Cn2c(=O)sc3ccccc32)n1CCc1ccccc1
→ 3 | 12 | -0.4 | -19 | -0.5 | -11 | 22 | -0.4 | -16
17	CC(C)OP(=O)(OC(C)C)C(Nc1ccccc1)c1cccnc1 (centres undefined)
→ -2 | -6 | 0.5 | 0 | 2.3 | -2 | 6 | -0.5 | -3
18	CCOC(=O)c1c(/N=C/c2ccc(OC)cc2O)sc2c1CCN(C)C2
→ -11 | -20 | 2.0 | -6 | 2.3 | -38 | 3 | 1.8 | -36
19	CC(C)Cn1c(=O)c(C(=O)NCc2ccccn2)c(O)c2ccccc21
→ -2 | -8 | -0.2 | -16 | -0.7 | -4 | 44 | 0.2 | 9
20	O=C(Nc1ccc(CN2CCS(=O)(=O)CC2)cc1)c1ccc(F)cc1
→ -4 | 0 | 2.5 | -9 | 6.3 | 0 | 2 | 1.3 | -19
21	CC(C)(C)n1c(=O)[nH]c2c(c1=O)CCC2
→ 1 | 9 | -1.2 | -13 | 1.1 | -7 | 34 | 0.4 | -6
22	O=[N+]([O-])c1cccc(C(=Nc2ccc(Cl)cc2)NO)c1
→ -3 | 19 | -0.5 | -7 | 0.5 | -5 | 63 | -0.4 | 7
23	COc1ccc(N=Cc2c(O)n(-c3cccc(C)n3)c(=O)c3ccccc23)c(OC)c1
→ -10 | -20 | -0.6 | -8 | -4.3 | -32 | -16 | 0.0 | -2
24	CCCOc1ccc(N/C=C/C(=O)C(C)(C)C)cc1
→ 0 | 11 | -0.6 | -1 | 0.4 | -3 | -12 | 0.8 | 0
25	O=S(=O)(NCc1cc(-c2ccccc2)no1)c1ccc(Cl)cc1
→ 2 | 4 | -1.9 | -16 | -1.9 | -14 | 30 | -0.9 | 7
26	O=C(N/N=C/c1ccc(Cl)cc1Cl)Nc1ccccc1
→ -9 | 2 | -0.9 | -1 | -9.1 | -2 | 59 | 0.2 | -6
27	C1CCN=C(NC23CC4CC(CC(C4)C2)C3)CC1
→ 5 | -9 | 0.7 | -7 | 1.1 | -14 | -12 | 1.0 | -26
28	COc1cccc(-c2nn(-c3ccccc3)cc2CN2CCCO2)c1
→ 4 | 3 | -1.7 | -8 | 1.2 | -3 | -5 | 0.1 | -2
29	Cc1cc(OCCCn2cnc3ccccc3c2=O)ccc1[N+](=O)[O-]
→ 0 | 11 | 1.0 | -6 | 1.3 | -4 | 5 | 1.1 | -6
30	O=C1NC(=S)S/C1=C/c1ccc(N2CCOCC2)o1
→ 5 | 25 | 0.5 | -15 | -2.5 | -272 | -13 | 1.3 | 6
31	O=C(NCc1csc(-c2cccs2)n1)C1CCC1
→ -1 | 21 | -1.3 | -7 | 0.0 | -5 | -3 | 0.4 | 2
32	N#C/C(=N\Nc1ccc(F)cc1)C(=N)N1CCCCC1
→ -2 | 26 | 0.2 | -20 | 2.9 | -4 | 23 | 0.7 | -9
33	Cc1ccc(CNC(=O)C2C3C=CC(C3)C2C(=O)O)cc1 (centres undefined)
→ -2 | -19 | 0.1 | -3 | 22 | -8 | 11 | -0.7 | -3
34	CC(=O)c1cccc(NC(=O)C2(c3ccccc3)CC2(Cl)Cl)c1 (centres undefined)
→ 2 | 17 | -1.0 | 2 | 1.2 | -11 | -1 | -0.1 | -13
35	O=c1c2cc3c(=O)n(CC4CCCO4)c(=O)c3cc2c(=O)n1CC1CCCO1 (centres undefined)
→ -3 | -19 | -0.1 | -14 | -0.4 | -5 | 53 | 0.7 | -10
36	O=C(NC(=S)Nc1ccccc1[N+](=O)[O-])c1ccco1
→ 3 | 7 | 0.2 | 6 | -0.1 | -10 | -1 | 0.0 | -9
37	Cn1c(=O)cc(SCC(=O)N2CCCC2)c2ccc(Cl)cc21
→ -1 | 36 | 0.6 | 4 | -3.0 | 20 | -12 | 0.3 | -4
38	N/C(=N\OC(=O)CCC1CCCCC1)c1cccnc1
→ 3 | 1 | 0.6 | -12 | -3.3 | -5 | 16 | 0.4 | 4
39	Cc1ccc(N2CC(C(=O)Nc3c(C)n(C)n(-c4ccccc4)c3=O)CC2=O)cc1 (centres undefined)
→ 1 | 8 | 0.0 | 0 | 0.7 | -1 | -9 | 0.7 | -13
40	O=C(NCc1ccccn1)c1cn(CCc2ccccc2)nn1
→ -39 | 7 | 1.0 | 7 | 1.3 | -11 | -1 | 0.7 | -11
41	COc1ccc(Cl)cc1NC(=O)COC(=O)c1cc(NS(=O)(=O)c2cccs2)ccc1O
→ 2 | -2 | -0.2 | 1 | 1.0 | -47 | 25 | 0.6 | 1
42	COC(=O)c1cccnc1-n1c(=O)c2cccnc2n(Cc2ccc([N+](=O)[O-])cc2)c1=O
→ 2 | 3 | 0.6 | 2 | 0.1 | -9 | 14 | 0.0 | -8
43	Cc1c(NC(=O)Cn2cc([N+](=O)[O-])cn2)c(=O)n(-c2ccccc2)n1C
→ 9 | 11 | -1.9 | -8 | 0.6 | . | 11 | 0.2 | -15
44	Oc1cc2ccccc2cc1-c1n[nH]c(=S)o1
→ -18 | 14 | 0.5 | -13 | 0.7 | -9 | 0 | -0.1 | 5
45	Cc1ccc2cc(CN(CC3CCCO3)S(=O)(=O)c3c(C)ccc4nsnc34)c(=O)[nH]c2c1 (centres undefined)
→ 0 | -4 | 0.3 | -4 | -2.9 | -8 | -12 | 0.8 | -25
46	Cc1ccc(-n2c(C)cc(/C=N/NC(=O)Cn3c4ccccc4c(=O)c4ccccc43)c2C)cc1
→ . | 2 | -0.2 | -3 | -2.1 | -52 | 47 | 0.1 | -27
47	CCC(=O)n1nc(-c2cccnc2)nc1NCc1ccc(F)cc1
→ -1 | -1 | -0.4 | -7 | 2.3 | -14 | 50 | 0.6 | -14
48	CCn1cc([N+](=O)[O-])c(C(=O)Nc2ccn(Cc3ccccc3F)n2)n1
→ 0 | 1 | 1.9 | -4 | 0.5 | -19 | -3 | 1.2 | -8
49	O=C(CSc1nnc(-c2cccnc2)s1)Nc1ccc(C(=O)O)cc1
→ -4 | 10 | 0.3 | -3 | 1.6 | -5 | 0 | 0.7 | 8
50	CN(C)/C=N/c1cc(=O)[nH]c(=O)n1C
→ 2 | 10 | 1.5 | . | 1.2 | 1 | 6 | 1.2 | -5
51	COc1ccccc1NC(=O)c1ccc(NC(=O)CSc2ncn[nH]2)cc1
→ 3 | 13 | 2.0 | 11 | 0.1 | -5 | -11 | 0.5 | -11
52	Cc1cccc(NC(=O)c2nc[nH]c2C(=O)N[C@@H](C)C(=O)OC(C)(C)C)c1
→ 2 | 11 | . | -10 | 1.7 | -3 | 86* | . | -5
53	COc1ccc(CNc2ncnc3c2[nH]c2ccccc23)cc1
→ 2 | 18 | 15 | -6 | -16 | -13 | 50 | 11 | 9
54	CC1(C)CC(=O)C(N=Nc2cc(S(=O)(=O)N3CCOCC3)ccc2Cl)=C(O)C1
→ -2 | 22 | -1.8 | -15 | -3.1 | 16 | 25 | -0.1 | 3
55	CNC(=S)N1N=C(c2ccccc2)CC1c1ccc(OC)c(OC)c1 (centres undefined)
→ 1 | 4 | -0.6 | -12 | 0.3 | -12 | 19 | -0.3 | -6
56	Cc1c(Cl)cnc(NC(=O)CSc2nnc3ccccn23)c1Cl
→ -2 | -2 | -0.2 | -4 | -0.1 | -10 | 5 | 0.0 | 9
57	CN(CCc1ccccn1)C(=O)CCC1CCCN(C(=O)c2ccccn2)C1 (centres undefined)
→ -2 | 10 | -0.4 | -9 | 0.3 | -7 | 26 | 1.0 | 5

In another format: two of the compounds above
54	CC1(C)CC(=O)C(N=Nc2cc(S(=O)(=O)N3CCOCC3)ccc2Cl)=C(O)C1
55	CNC(=S)N1N=C(c2ccccc2)CC1c1ccc(OC)c(OC)c1 (centres undefined)
assay / compound	54	55
Runt-SMMHC FRET	-2	1
PPC-1+TRAIL kill	22	4
TRPN1 ag	-1.8	-0.6
Mdm2 ligase inh	-15	-12
TNF death inh	-3.1	0.3
p47phox inh	16	-12
CHOP inh	25	19
TRPML3 agonist	-0.1	-0.3
EBV gp42 inh	3	-6
